Bioassay records (PubChem BioAssay)
DAGLB inh: blocks human DAGLB lipase activity. HEK293T DAGLB membrane lysate, EnzChek fluorogenic substrate. inhibition, % at 5.17 µM. 0.059% of 340,000 active. AID 504411; in the data active = inhibition above about 34%;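 note: 0% = enzyme with vehicle and 100% = wells lacking enzyme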
HTR5A ag ctr: HTR5A agonism, opioid heterodimer counter-screen | HTR5A agonist assay, luminescence, cell-based | activation, % at 9.3 µM | 0.61% of 340,000 active; in the data active = activation mostly above about 9.5%, no sharp cut-off; inactive = mostly below about 7.6%;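 note: 0% = cells with vehicle only and 100% = reference agonist; strong numbers were not always called active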
Target sequence (P47898 whole entry, looked up): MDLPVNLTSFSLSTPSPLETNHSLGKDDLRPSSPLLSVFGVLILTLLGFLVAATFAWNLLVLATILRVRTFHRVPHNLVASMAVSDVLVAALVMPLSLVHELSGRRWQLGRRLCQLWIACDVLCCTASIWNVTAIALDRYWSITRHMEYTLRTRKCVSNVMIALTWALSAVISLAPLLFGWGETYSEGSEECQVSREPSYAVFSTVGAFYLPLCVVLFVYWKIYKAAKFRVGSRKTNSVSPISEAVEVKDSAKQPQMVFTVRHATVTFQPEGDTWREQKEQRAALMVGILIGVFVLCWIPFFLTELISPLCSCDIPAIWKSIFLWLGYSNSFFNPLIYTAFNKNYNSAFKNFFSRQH
Tat export inh: inhibitors of E. coli Tat protein transport; E. coli MC4100 TorA-mCherry Tat export, fluorescence; inhibition, % at 10 µM; 0.036% of 340,000 active; AID 488895;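 active = mean replicate inhibition at least 50% and at least half of replicates individually reaching 50%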;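 note: exported cargo escapes ClpAP degradation while cytoplasmic cargo is degraded and loses fluorescence; 0% = median of neutral control wells and 100% = median of NaSCN control wells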
PKA-R1A act: activates the PKA-R1A holoenzyme complex; P00514+P68181; activation, % at 11.4 µM; PKA-R1A dissociation, Cy5-IP20 fluorescence polarization; scaled: DMSO 0%, 113 µM cGMP 100%; 0.083% of 340,000 active;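 active = percent activation above the mean of all tested compounds plus 3 SD, cut at about 19% in these data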;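 note: higher means more PKAc released from R1A so a rise in polarization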
Mot1-301 SUMO: SUMOylation pathway inhibition by Mot1-301 growth rescue; S. cerevisiae Mot1-301 growth rescue, ATP luminescence, 38.5C; percent above DMSO median, 100 means doubled; growth rescue, % at 18.8 µM; 1% of 320,000 active;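 active = every valid replicate shows activation above 250% relative to neutral control wells; inactive = the rest, any valid replicate at or below 250%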;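 note: OY570 slx delta 5 strain wells were the positive control but not used for scaling; some compounds called inactive have numbers as strong as hits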
Ecoli viability: reduces bacterial viability in AddAB counter-screen; E. coli V3065 growth, OD600 absorbance, 18 h; inhibition, % at 11.9 µM; 0.27% of 330,000 active;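 active = inhibition above the campaign's mean inhibition across all tested compounds plus 3 SD, cut at about 9.9% in these data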;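 note: uninfected addAB+ strain grown without phage in ampicillin broth; 0% = DMSO wells and 100% = ciprofloxacin 0.95 µg/ml wells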
AddAB inh: less growth of phage-infected E. coli with AddAB; E. coli expressing H. pylori AddAB, absorbance growth; AID 435030; 0.29% of 330,000 active; inhibition, % at 11.9 µM; in the data active = inhibition above about 12%;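 note: 0% = vehicle wells of infected cells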
HTR5A inv ctr: counter-screen for OPRM1-OPRD1 inverse agonists: human HTR5A inverse agonism. 0.083% of 340,000 active. HTR5A cell line, luminescence. P47898. AID 504634. inhibition, % at 9.3 µM; in the data active = inhibition mostly above about 23%, no sharp cut-off; inactive = mostly below about 18%;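 note: 0% = cells with DMSO and 100% = no-cell wells with DMSO; some compounds called inactive have numbers as strong as hits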
CDK5 p35 inh: blocks human CDK5/p35 kinase activity | Q00535+Q15078 | Recombinant CDK5/p35, ADP-Glo luminescence, 60 min | 0.01% of 330,000 active | inhibition, % at 10 µM;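 active = highest replicate inhibition of at least 50% and at least 75% of replicates reaching 50%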;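 note: plate controls were DMSO neutral control for no effect and GW8510 at 10 µM for full effect; many of its hits are not listed in these tables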
Target sequence (Q00535 whole entry, looked up): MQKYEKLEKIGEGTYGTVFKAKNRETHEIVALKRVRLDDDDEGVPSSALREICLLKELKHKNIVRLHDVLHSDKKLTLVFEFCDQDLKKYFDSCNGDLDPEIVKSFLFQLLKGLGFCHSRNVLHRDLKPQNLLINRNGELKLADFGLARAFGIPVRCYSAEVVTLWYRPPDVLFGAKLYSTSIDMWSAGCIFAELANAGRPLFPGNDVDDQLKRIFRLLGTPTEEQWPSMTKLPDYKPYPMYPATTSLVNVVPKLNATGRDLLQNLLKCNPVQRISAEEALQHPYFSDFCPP
Target sequence (Q15078 whole entry, looked up): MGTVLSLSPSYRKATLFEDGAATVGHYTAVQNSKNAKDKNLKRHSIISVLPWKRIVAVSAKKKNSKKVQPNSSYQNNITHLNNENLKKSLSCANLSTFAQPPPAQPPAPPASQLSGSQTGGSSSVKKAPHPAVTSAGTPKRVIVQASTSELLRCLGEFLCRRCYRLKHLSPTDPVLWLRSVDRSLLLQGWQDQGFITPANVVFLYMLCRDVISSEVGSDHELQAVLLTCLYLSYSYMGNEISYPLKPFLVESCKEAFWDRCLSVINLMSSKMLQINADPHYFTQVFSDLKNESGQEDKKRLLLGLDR
PKA-R2B activ: PKA-R2B complex activation. activation, % at 11.4 µM. PKA-R2B holoenzyme dissociation, Cy5-IP20 fluorescence polarization; R2B truncated from residue 108, S112A mutant; 0% DMSO only, 100% 113 µM cGMP. 0.079% of 340,000 active. P22694+P31323;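 active = activation above a cutoff set at the mean over all compounds plus 3 SD, cut at about 18% in these data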;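 note: higher means more holoenzyme dissociation and a rise in polarization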
phage Ecoli inh: E. coli growth loss with phage present | growth absorbance | 0.26% of 360,000 active | inhibition, % at 11.9 µM; in the data active = inhibition above about 11%
Numbers without * were called inactive; . = not tested or not shown.

SMILES	DAGLB inh	HTR5A ag ctr	Tat export inh	PKA-R1A act	Mot1-301 SUMO	Ecoli viability	AddAB inh	HTR5A inv ctr	CDK5 p35 inh	PKA-R2B activ	phage Ecoli inh
O=C(O)/C=C/S(=O)(=O)c1ccc2ccccc2c1	-3.1	2.6	-7.0	-5.4	20.0	1.9	1.4	-7.7	0.1	-5.4	4.9
O=C(NC1CCCCC1)C(c1ccco1)N(CCc1ccccc1)C(=O)C(F)(F)F (stereo not given)	-6.7	1.9	16.4	-20.0	30.5	1.1	3.1	3.2	1.5	-1.7	1.4
COc1cc(-n2c(=O)c3ccccc3n(Cc3ccccc3)c2=O)cc(OC)c1OC	-6.9	7.1	-14.2	-14.8	-3.4	-0.1	-0.2	18.3	1.0	-8.1	2.3
CCCCn1c(SCC(=O)N(C)C)nnc1-c1ccncc1	0.5	2.6	-1.5	0.0	1.7	0.1	1.4	10.8	-2.1	-2.6	2.9
CCCCN1C(=O)C(=O)NC[C@@H]1C(C)O (stereo not given in full)	2.8	0.3	5.1	-3.7	-5.7	-3.3	3.1	-43.2	1.0	3.4	0.8
Cc1ccc(-n2ncc3c(=O)n(CC#N)cnc32)cc1	-3.8	0.5	5.0	-0.3	9.9	-1.3	0.8	2.9	2.4	-7.4	2.8
COc1cc(NC(=S)NC(=O)c2cccs2)ccc1NC(=O)C(C)C	-3.4	0.6	-1.4	-8.0	-23.3	-1.1	1.1	-4.0	1.9	-9.2	0.8
O=S(=O)(N/N=C1\CCCc2ccccc21)c1ccccc1	2.5	-1.7	-8.1	0.0	1.3	-4.2	0.1	6.0	-3.1	-12.1	3.5
CSc1nnc(N2C(=O)C(O)=C(C(=O)c3ccco3)C2c2ccccc2)s1 (stereo not given)	-3.1	4.4	-6.8	-10.3	-8.3	-1.3	0.5	0.7	-1.0	-5.5	1.7
Cc1cc(Cl)cc(Cl)c1CNc1c([N+](=O)[O-])c(=O)oc2ccccc12	-1.6	4.3	-0.9	0.5	61.6	2.3	0.5	-3.4	-1.2	-9.9	4.0
C/C(Cn1nnc([N+](=O)[O-])n1)=N\NC(=O)c1ccccc1O	-4.8	0.0	4.3	-4.6	-20.2	5.3	2.5	8.2	-0.8	-7.2	0.6
COc1ccc(/C=C/C(=O)NCCc2c[nH]c3ccccc23)cc1OC	-0.9	3.1	-10.5	1.2	8.2	2.7	3.3	-11.6	1.2	-1.2	4.7
Cc1ccc(S(=O)(=O)N(CC(=O)N/N=C/c2cccc3c2OCCO3)c2ccccc2F)cc1	-3.3	3.9	19.3	-0.4	-14.7	0.8	1.4	-50.9	-0.7	-8.9	2.9
Cn1c2ccccc2c2cc(C(=O)O)ccc21	1.5	0.9	-2.1	-2.5	66.9	1.6	3.0	-2.5	1.6	-2.8	3.5
Cc1ccc(S(=O)(=O)N2CCOCC2)cc1NC(=O)CSc1nnc2n1CCCCC2	-0.8	2.8	-4.2	0.7	-18.0	-1.7	1.2	-11.5	-0.1	5.3	-2.1
C[N+](C)(C)CC/C=C1/c2ccccc2CSc2ccccc21	-0.3	0.5	8.8	-21.0	-14.1	2.1	2.4	3.4	-0.1	-2.3	1.9
c1ccc(-c2nnc(-c3ccco3)o2)cc1	-2.3	3.6	-6.5	4.6	-8.8	-3.4	-0.2	-12.7	-0.8	5.6	-0.5
COc1ccc(Cn2c(=O)[nH]c3cc(C(=O)NCCCN4CCCC4=O)ccc3c2=O)cc1	0.7	0.1	7.3	-4.7	24.3	-0.7	0.5	-8.6	-0.2	-8.6	2.7
COC(=O)c1ccccc1-c1cn(C)c2ccccc2c1=O	-4.8	2.4	4.1	-2.0	9.5	-1.1	-1.4	-8.9	3.7	3.8	-0.2
COc1ccc(CNC(=O)C2CCN(S(=O)(=O)N3CCOCC3)CC2)cc1	-2.4	0.2	0.8	2.8	228.7	0.3	1.2	-26.6	0.2	7.0	1.6
CC1(C)CC(=O)c2cc(C(=O)NC3CCSC3=O)c(=O)n(-c3ccc(Cl)cc3)c2C1 (stereo not given)	3.3	-1.7	1.2	-7.3	-15.0	-1.7	2.9	12.7	1.6	3.3	0.5
CCC(=O)Nc1ccc2nn(-c3ccc(F)cc3)nc2c1	-3.5	-1.8	-0.6	-10.1	-6.0	-0.7	0.8	6.9	-0.3	-6.1	2.9
COc1ccc(C(=O)Nc2ccc(N3CCN(C)CC3)cc2)cc1[N+](=O)[O-]	0.4	0.5	-0.7	-8.2	7.1	1.2	1.4	-1.4	-1.0	-8.6	0.5
COc1ccc(/C=N/OCc2ccccc2C#N)c(OC)c1	-2.9	0.8	-7.9	-2.9	31.4	0.2	0.8	-3.2	1.4	-0.3	1.9
C=CCn1c(=O)c2ccccc2n2c(SCc3csc(-c4ccccc4)n3)nnc12	-2.4	2.8	-1.7	-5.8	.	-0.8	2.7	0.8	0.4	-7.7	-1.0
Cc1cc(C)c2nc(N3CCC(C(=O)NCCCN4CC(C)CC(C)C4)CC3)sc2c1 (stereo not given)	1.7	3.3	-5.2	3.5	62.2	0.0	-0.1	-9.2	-1.5	-9.2	4.0
CCn1c(C)[n+](CC)c2ccc(C(=O)N(C)c3ccccc3)cc21	0.5	0.1	-6.8	-0.8	-13.0	1.2	0.8	14.9	-1.2	10.5	1.2
CCn1c(CC(=O)Nc2ccccc2)nnc1SCC(=O)NC1CCCC1	1.3	-2.6	0.9	-10.1	-2.0	-1.3	2.2	6.4	-0.7	1.3	0.3
CC(=O)Nc1ccccc1NS(=O)(=O)c1ccc(Cl)cc1	0.8	-1.1	-3.2	3.0	-8.0	3.0	0.3	0.1	1.4	-3.4	2.2
COc1cccc2cc(C(=O)Nc3ccc(F)cc3)c(=Nc3ccc(C(=O)O)cc3)oc12	-2.2	2.7	0.7	7.7	.	-1.8	0.2	-27.9	-0.4	0.8	1.6
Cc1cc(NC(=O)c2ccccc2-c2ccccc2)ccc1Br	-11.7	-4.8	8.6	-0.9	156.5	4.2	2.0	12.9	0.2	-6.3	1.8
O=C(COC(=O)COc1ccc(Br)cc1)Nc1ccc2c(c1)OCCO2	-3.2	-7.6	-0.6	1.7	1.6	0.0	2.2	18.6	-1.7	-8.0	4.6
Cc1cccc2[nH]c(CN(C)C(=O)CC3C(=O)NCCN3CC(C)(C)C)nc12 (stereo not given)	-1.5	-1.4	7.2	-0.9	1.8	-0.7	2.4	3.6	-1.0	3.8	3.8
CCN(CC)CCNC(=O)C1(O)c2cc(Br)ccc2NC(=O)N1c1cccc(OC)c1 (stereo not given)	2.8	3.3	2.6	3.4	6.6	0.9	0.2	-12.1	-0.5	-6.1	0.0
Cc1ccc(NC(=O)C2CCCN2S(=O)(=O)c2ccc3c(c2)CCC(=O)N3)cc1Cl (stereo not given)	1.4	-1.5	-0.2	8.4	-7.7	0.7	5.6	4.2	-0.7	-7.4	1.7
CC(=O)NC(CC(=O)Nc1cccc(S(=O)(=O)N2CCCCC2)c1)c1ccccc1 (stereo not given)	-1.4	-0.1	-0.1	-5.7	190.2	1.4	0.5	-7.6	0.3	-9.4	0.5
CCn1nc(C(=O)NCc2nnc3ccccn23)c2ccccc2c1=O	-0.2	3.3	7.3	6.6	.	.	.	13.6	-2.0	7.1	1.3
CC(=O)c1c(C)n(C)c2ccc(O)cc12	1.2	0.5	-2.8	6.4	19.0	1.7	-0.1	-13.1	-0.6	5.5	3.3
CCCNC(=O)c1ccccc1NC(=O)c1ccccc1N(C)S(=O)(=O)c1ccccc1	-0.3	2.0	-2.4	-11.5	-2.0	-0.1	1.0	17.4	.	-1.1	0.3
CCN1CCN(S(=O)(=O)c2ccc(Cl)c(C(=O)Nc3ccc(OC(F)F)cc3)c2)CC1	-0.8	0.4	-4.3	3.5	-3.4	-0.6	4.2	-31.0	-1.1	-3.8	1.5
COc1cccc(NC(=O)Nc2ccc3c(c2)N(C)C(=O)CS3)c1	1.3	4.6	5.1	5.4	-7.7	0.3	2.2	3.8	1.5	-3.5	2.4
COc1ccc(OCCSc2nnc(-c3cccnc3)n2N)cc1	-2.6	1.7	-3.3	3.9	3.0	-0.1	3.1	6.1	-3.2	0.8	4.6
CC(C)(C)OC(=O)N1CCC(C(=O)Nc2ccc3c(c2)CCC3)CC1	-5.8	5.2	3.1	1.4	-2.0	-2.5	1.3	11.2	-0.1	-9.9	2.5
COc1ccc(-n2nc(C(=O)NCCCN3CCOCC3)c3ccccc3c2=O)c(OC)c1	0.1	-1.7	-5.2	-5.3	-7.9	-0.9	2.7	10.6	-1.1	-2.4	0.6
CCCCC1=CC2=C(c3ccco3)C(=O)C(C)(OC(=O)c3ccc(OC)cc3)C(=O)C2=CN1CCCOC(C)C (stereo not given)	3.1	-2.5	2.4	-0.2	-8.8	-2.2	0.4	-13.1	-1.9	-9.3	2.5
COc1ccccc1/C=C1\SC(=S)N(CCC(=O)Nc2cccc(O)c2)C1=O	-0.8	-2.0	-1.5	-5.8	-20.1	1.2	-0.2	7.3	-0.2	-14.2	2.1
CCc1nnc(NC(=O)C2CCCO2)s1 (stereo not given)	-0.3	-0.7	20.3	-2.5	-13.1	-1.9	-1.4	3.8	-1.4	-16.1	3.3
COc1cccc(NS(=O)(=O)c2ccc3c(c2)CCCN3C(C)=O)c1	0.3	3.0	0.1	3.1	40.6	0.5	2.8	-1.2	0.3	7.3	0.3
COc1cccc(/C=N/NC(=O)CC(=O)NCCc2ccc(OC)c(OC)c2)c1	1.8	10.4	6.1	-2.5	2.4	0.4	0.5	-27.3	-1.5	8.5	-1.1
CCc1ccc(NC(=S)N2CCC(NC(=O)c3ccccc3)CC2)cc1	-0.6	-3.2	0.4	-7.5	11.3	-0.8	2.4	7.8	-3.0	-5.8	-10.4

Entries of single compounds, looked up by structure:
CC(C)(C)OC(=O)N1CCC(C(=O)Nc2ccc3c(c2)CCC3)CC1 is entered as DAGLB inh = -5.8; HTR5A ag ctr = 5.2; Tat export inh = 3.1; PKA-R1A act = 1.4; Mot1-301 SUMO = -2.0; Ecoli viability = -2.5; AddAB inh = 1.3; HTR5A inv ctr = 11.2; CDK5 p35 inh = -0.1; PKA-R2B activ = -9.9; phage Ecoli inh = 2.5
COc1cccc(/C=N/NC(=O)CC(=O)NCCc2ccc(OC)c(OC)c2)c1 is entered as DAGLB inh = 1.8; HTR5A ag ctr = 10.4; Tat export inh = 6.1; PKA-R1A act = -2.5; Mot1-301 SUMO = 2.4; Ecoli viability = 0.4; AddAB inh = 0.5; HTR5A inv ctr = -27.3; CDK5 p35 inh = -1.5; PKA-R2B activ = 8.5; phage Ecoli inh = -1.1
COc1ccccc1/C=C1\SC(=S)N(CCC(=O)Nc2cccc(O)c2)C1=O is entered as DAGLB inh = -0.8; HTR5A ag ctr = -2.0; Tat export inh = -1.5; PKA-R1A act = -5.8; Mot1-301 SUMO = -20.1; Ecoli viability = 1.2; AddAB inh = -0.2; HTR5A inv ctr = 7.3; CDK5 p35 inh = -0.2; PKA-R2B activ = -14.2; phage Ecoli inh = 2.1
